Source: PubChem (several laboratories)
Bcl-B displacement: displacers of TR3 peptide from Bcl-B, primary screen, selectivity assay for Bfl-1 inhibitor project, biochemical, fluorescence polarization; FP displacement of FITC-TR3 peptide from Bcl-B; higher % means a stronger effect; displacement, % at 20 µM, or IC50 in µM where a hit was titrated; 96,000 compounds, 0.11% hits;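 active = displacement above 50% at 20 µM plus a fluorescence interference ratio under 1.5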;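 note: plate controls were wells without compound for no effect and wells lacking Bcl-B protein for full effect; a part of the inactive calls stands beside numbers as strong as those of hits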
MRP resist rev: MRP-mediated drug resistance reversal | differential viability (reversal), % at 10 µM | AID 602 | 85,000 compounds, 0.04% hits | H69AR cells + 2 uM doxorubicin, CellTiter-Glo, 72 h;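 active = viability drop by adding the cancer drug above about 55%, with treated viability meeting a 40% cutoff, limit read from the data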;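 note: viability without doxorubicin minus viability with 2 µM doxorubicin for each compound; larger differential means the compound sensitizes cells more to doxorubicin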
MRP resist rev cytotoxicity: also measured in MRP resist rev; calls as there; viability, %; H69AR cells, CellTiter-Glo, 72 h; measured here: cytotoxicity without doxorubicin
MRP resist rev with doxorubicin: further read-out of MRP resist rev, marked with its call; viability, %; measured here: viability with 2 uM doxorubicin; active compounds read low
An asterisk follows results filed as active; . = not tested or not shown. This is a subset, so the mix of outcomes need not match the whole.

item | Structure | Bcl-B displacement | MRP resist rev
1 | COc1ccccc1-c1c(C)oc2c(CN3CCN(C)CC3)c(O)ccc2c1=O | . | 1
2 | Cn1nc(CC(=O)Nc2ccc(N3CCN(C(=O)OC(C)(C)C)CC3)cc2)c2ccccc2c1=O | . | 6
3 | CN1CCc2c(sc3c2c(=O)n(-c2ccccc2)c2nnc(SCc4ccccc4F)n32)C1 | . | 13
4 | O=C(CCCCn1c(=O)[nH]c2ccccc2c1=O)NCCc1c[nH]c2ccccc12 | . | -4
5 | CCc1ccccc1NC1c2ccccc2C(=O)N1c1cc(C)ccn1 (configuration not stated) | . | 14
6 | Cc1ccc(Cn2nnnc2CN2CCC(O)(c3ccccc3F)CC2)cc1 | . | 1
7 | CCN(CC)C(C(=O)Nc1ccc2c(c1)OCO2)c1ccccc1 (configuration not stated) | . | 3
8 | COc1cc([C@@H]2c3cc4c(cc3[C@H](O)[C@H]3COC(=O)[C@H]23)OCO4)cc(OC)c1OC | . | -18
9 | CC(C)(C)NC[C@H](O)COc1nsnc1N1CCOCC1 | . | -11
10 | CCS(=O)(=O)N1CCCC(C(=O)NCCc2ccc(C)cc2)C1 (configuration not stated) | . | -4
11 | CCOC(=O)c1c(NC(=O)c2cc(C3CC3)on2)sc(C(C)=O)c1C | . | -1
12 | CCC(=O)N1C(C(=O)N2CCCC2)CSC1c1ccc(OC)cc1 (configuration not stated) | . | 0
13 | CCN(Cc1ccccc1)C(=O)c1ccc(CNS(=O)(=O)c2ccc(C)cc2)cc1 | . | -16
14 | CCn1c(CNC(=O)c2ccc(OC)c(OC)c2)nnc1SCC(=O)Nc1ccccc1 | . | -3
15 | CC(C)Sc1nc(-c2cccs2)nc2c1c(=O)n(C)c(=O)n2C | . | 3

item | MRP resist rev cytotoxicity | MRP resist rev with doxorubicin
1 | 89 | 88
2 | 37 | 32
3 | 92 | 78
4 | 80 | 84
5 | 90 | 76
6 | 89 | 88
7 | 89 | 86
8 | 36 | 54
9 | 85 | 97
10 | 85 | 89
11 | 90 | 92
12 | 83 | 83
13 | 55 | 71
14 | 98 | 101
15 | 19 | 16

Quoted from the entries so far, two compounds:
item | Structure | Bcl-B displacement | MRP resist rev
1 | COc1ccccc1-c1c(C)oc2c(CN3CCN(C)CC3)c(O)ccc2c1=O | . | 1
2 | Cn1nc(CC(=O)Nc2ccc(N3CCN(C(=O)OC(C)(C)C)CC3)cc2)c2ccccc2c1=O | . | 6

item | MRP resist rev cytotoxicity | MRP resist rev with doxorubicin
1 | 89 | 88
2 | 37 | 32

Next entries
item | Structure | Bcl-B displacement | MRP resist rev
16 | Cc1cccc(C2c3c(n(C)c(=O)n(C)c3=O)N=C3c4ccccc4C(=O)C32)c1 (configuration not stated) | . | -2
17 | COc1ccc(C2C(C(C)=O)=C(O)C(=O)N2c2nccs2)cc1OC (configuration not stated) | . | -6
18 | CCOC(=O)NCc1ccc2[nH]c(C)cc2c1 | . | 4
19 | COCCCN(C(=O)Cn1ncc2c(=O)oc3ccc(C)cc3c21)C(C)c1ccncc1 (configuration not stated) | . | 6
20 | COc1cc(C(=O)N2CCC(N3CCCCCC3)CC2)cc(OC)c1OC | . | 4
21 | Cc1sc2nc3c(C(=O)N4CCN(c5ncccn5)CC4)cccn3c(=O)c2c1C | . | 15
22 | Cc1ccc(-n2ncc3c(=O)[nH]c(SCC(=O)N4CCCC4)nc32)cc1C | . | -8
23 | Cn1c(Cn2c(=O)sc3ccccc32)nnc1SCC(=O)NCC1CCCO1 (configuration not stated) | . | 9
24 | CCCn1c(=NC(=O)c2ccncc2)c(C#N)cc2c(=O)n3cccc(C)c3nc21 | . | 32
25 | O=C(NCCCN1CCOCC1)c1cc2c(=O)[nH]c3ccccc3c2s1 | . | -4
26 | COc1ccc(Cc2nnc(-c3cccc(C)c3)o2)cc1OC | . | 19
27 | Cc1cccn2c(=O)c(C=NCc3ccco3)c(Nc3ccc(Cl)cc3)nc12 | . | -2
28 | Cc1sc2ncn(CC(=O)NCC(=O)N(C)Cc3ccccc3)c(=O)c2c1C | . | 13
29 | CC1CCCCC1NC(=O)CN1CCN(Cc2ccccc2Cl)C1=O (configuration not stated) | . | 9
30 | CC1CCN(CCNC(=O)c2ccc3c(=O)n(CCc4ccccc4)c(=O)[nH]c3c2)CC1 | . | -5

item | MRP resist rev cytotoxicity | MRP resist rev with doxorubicin
16 | 4 | 7
17 | 88 | 94
18 | 99 | 96
19 | 94 | 88
20 | 87 | 82
21 | 95 | 80
22 | 60 | 69
23 | 96 | 87
24 | 63 | 31
25 | 100 | 104
26 | 98 | 79
27 | 23 | 25
28 | 93 | 80
29 | 86 | 77
30 | 104 | 109

Carrying on.
item | Structure | Bcl-B displacement | MRP resist rev
31 | COc1nc(Nc2nc3ccccc3c(=O)[nH]2)nc2ccc(C)cc12 | . | 0
32 | COC(=O)c1cc(NC(=O)C2CCCN(S(=O)(=O)c3c(C)n[nH]c3C)C2)cc(C(=O)OC)c1 (configuration not stated) | . | 0
33 | Cc1ccc(C2/C(=C(\O)c3c(C)nc4ccccn34)C(=O)C(=O)N2CCCN2CCOCC2)o1 (configuration not stated) | . | 6
34 | COc1ccc(-n2nnc3c(SCC(=O)N4CCN(c5ccccc5)CC4)ncnc32)cc1 | . | -2
35 | CCC(Sc1nc(=O)cc(N)n1-c1ccccc1)C(=O)Nc1ccc(Cl)cn1 (configuration not stated) | . | 11
36 | CC(C)NS(=O)(=O)c1ccc2c(c1)oc(=O)n2C | . | 6
37 | Cc1cc(C(=O)COc2ccc3ccc(=O)oc3c2)c(C)n1Cc1cccs1 | . | 11
38 | CC1CC(C)CN(c2ncnc3c2cnn3-c2ccc(Cl)cc2)C1 (configuration not stated) | . | 15
39 | O=C1OCc2cc(NC(=O)C3COc4ccccc4O3)ccc21 (configuration not stated) | . | -17
40 | CCOC(=O)CSc1nnc(Cn2c(=O)sc3ccccc32)n1-c1ccccc1C | . | 8
41 | C[C@H](CCC(=O)O)[C@H]1CC[C@H]2[C@@H]3C(=O)C[C@@H]4CC(=O)CC[C@]4(C)[C@H]3CC(=O)[C@]12C | . | 13
42 | O=C(C1CCC(CNc2c(N3CCCCC3)c(=O)c2=O)CC1)N1CCN(c2ccccn2)CC1 (configuration not stated) | . | 0
43 | Nc1cc(-c2cccc(F)c2)nn1S(=O)(=O)c1cccc2nsnc12 | . | 14
44 | COc1ccc(C2=CC(c3cccc(OC)c3)n3nnnc3N2)cc1 (configuration not stated) | . | 4
45 | Cn1c(Cn2c(=O)sc3ccccc32)nnc1SCC(=O)NCc1ccccc1Cl | . | 9

item | MRP resist rev cytotoxicity | MRP resist rev with doxorubicin
31 | 14 | 14
32 | 96 | 96
33 | 94 | 88
34 | 81 | 83
35 | 90 | 80
36 | 102 | 96
37 | 84 | 73
38 | 89 | 73
39 | 80 | 97
40 | 92 | 84
41 | 99 | 86
42 | 87 | 88
43 | 91 | 77
44 | 11 | 8
45 | 96 | 87

More compounds
item | Structure | Bcl-B displacement | MRP resist rev
46 | COc1ccccc1NCN1C(=O)CCC1=O | . | -15
47 | CCc1nc(N)c(C#N)c(-c2ccco2)c1C | . | 7
48 | CN(C)C(=O)Oc1ccc[n+](C)c1 | . | 4
49 | O=C1NCCN1CCNS(=O)(=O)c1ccc(F)cc1 | . | 1
50 | CCN(CC)c1c(-c2ccccc2)c2cc(C)ccc2[nH]c1=O | . | -5
51 | Cc1cccc(N(C)c2cc(C)nc3ncnn23)c1 | . | 13
52 | CCn1c(SCC(=O)Nc2ccc(Cl)cc2)nnc1C1CC1 | . | -10
53 | Nc1ccc2oc(-c3ccccc3Cl)nc2c1 | . | 6
54 | COCCOC(=O)C1=C(C)N=C2SCCC(=O)N2C1c1cc(Br)ccc1OC (configuration not stated) | . | 6
55 | Cc1nnc(N2C(=O)C(O)=C(C(=O)c3ccco3)C2c2ccc(C(C)C)cc2)s1 (configuration not stated) | . | -6
56 | CC(=O)[C@@]1(O)CC[C@H]2[C@@H]3C[C@H](C)C4=CC(=O)CC[C@]4(C)[C@H]3CC[C@@]21C | . | -34
57 | CCCCCCn1c(CN2CCN(C(=O)c3ccco3)CC2)nc2c1c(=O)n(C)c(=O)n2C | . | 8
58 | Cc1noc(NS(=O)(=O)c2ccc(N)cc2)c1C | . | 11
59 | O=C1CCc2cc(S(=O)(=O)NCCC(=O)N3CCN(c4cccc(Cl)c4)CC3)ccc2N1 | . | 3
60 | CCCCCn1c(CCCNC(=O)CC)nc2ccccc21 | . | 0

item | MRP resist rev cytotoxicity | MRP resist rev with doxorubicin
46 | 89 | 104
47 | 86 | 79
48 | 94 | 90
49 | 94 | 93
50 | 62 | 67
51 | 94 | 81
52 | 74 | 85
53 | 92 | 86
54 | 102 | 96
55 | 90 | 96
56 | 7 | 41
57 | 69 | 61
58 | 99 | 89
59 | 93 | 90
60 | 85 | 85

Going on with the list.
item | Structure | Bcl-B displacement | MRP resist rev
61 | Cc1cc2nc(NC3=NCN(CCCN4CCOCC4)CN3)nc(C)c2cc1C | . | -23
62 | Cc1ccc(S(=O)(=O)NCC2CCC(C(=O)NCCCOC(C)C)CC2)cc1 (configuration not stated) | . | 6
63 | COc1ccc(C2C3=C(CC(C)(C)CC3=O)Oc3ncn4nc(-c5cccnc5)nc4c32)cc1 (configuration not stated) | . | -17
64 | COc1ccc(CNC(=O)C2CCN(S(=O)(=O)c3cccc4cccnc34)CC2)cc1 | . | 14
65 | Cc1cc(C=O)c(C)n1-c1ccc(NC2CCCC2)c([N+](=O)[O-])c1 | -5% | .
66 | CCOC(=O)c1c(-c2ccc(C)cc2)csc1NC(=O)c1cc2ccccc2oc1=O | 1% | .

item | MRP resist rev cytotoxicity | MRP resist rev with doxorubicin
61 | 84 | 107
62 | 88 | 83
63 | 87 | 104
64 | 105 | 91
65 | . | .
66 | . | .

Molecules shown so far with an aryl methoxy group (14):
item | Structure | Bcl-B displacement | MRP resist rev
1 | COc1ccccc1-c1c(C)oc2c(CN3CCN(C)CC3)c(O)ccc2c1=O | . | 1
8 | COc1cc([C@@H]2c3cc4c(cc3[C@H](O)[C@H]3COC(=O)[C@H]23)OCO4)cc(OC)c1OC | . | -18
12 | CCC(=O)N1C(C(=O)N2CCCC2)CSC1c1ccc(OC)cc1 (configuration not stated) | . | 0
14 | CCn1c(CNC(=O)c2ccc(OC)c(OC)c2)nnc1SCC(=O)Nc1ccccc1 | . | -3
17 | COc1ccc(C2C(C(C)=O)=C(O)C(=O)N2c2nccs2)cc1OC (configuration not stated) | . | -6
20 | COc1cc(C(=O)N2CCC(N3CCCCCC3)CC2)cc(OC)c1OC | . | 4
26 | COc1ccc(Cc2nnc(-c3cccc(C)c3)o2)cc1OC | . | 19
31 | COc1nc(Nc2nc3ccccc3c(=O)[nH]2)nc2ccc(C)cc12 | . | 0
34 | COc1ccc(-n2nnc3c(SCC(=O)N4CCN(c5ccccc5)CC4)ncnc32)cc1 | . | -2
44 | COc1ccc(C2=CC(c3cccc(OC)c3)n3nnnc3N2)cc1 (configuration not stated) | . | 4
46 | COc1ccccc1NCN1C(=O)CCC1=O | . | -15
54 | COCCOC(=O)C1=C(C)N=C2SCCC(=O)N2C1c1cc(Br)ccc1OC (configuration not stated) | . | 6
63 | COc1ccc(C2C3=C(CC(C)(C)CC3=O)Oc3ncn4nc(-c5cccnc5)nc4c32)cc1 (configuration not stated) | . | -17
64 | COc1ccc(CNC(=O)C2CCN(S(=O)(=O)c3cccc4cccnc34)CC2)cc1 | . | 14

item | MRP resist rev cytotoxicity | MRP resist rev with doxorubicin
1 | 89 | 88
8 | 36 | 54
12 | 83 | 83
14 | 98 | 101
17 | 88 | 94
20 | 87 | 82
26 | 98 | 79
31 | 14 | 14
34 | 81 | 83
44 | 11 | 8
46 | 89 | 104
54 | 102 | 96
63 | 87 | 104
64 | 105 | 91
